RGS7-Gao: modulates binding of RGS7 to human Galphao; Multiplexed bead flow cytometry; actives lie on both sides; binding response (% of control), % at 10 µM; actives 0.35% (n = 220,000); AID 1439; in the data active = binding response below about 49% or above about 150%; inconclusive = no clear call, values can overlap the other calls; inactive = in between;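 note: fluorescent Galphao held in activated GDP-AlF4 state binding bead-coupled RGS7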
Mcl1 Noxa PPI: Mcl-1/Noxa interaction inhibition; AID 1022; actives 1.5% (n = 220,000); inhibition, % at 21.7 µM; Q07820; TR-FRET Mcl-1/Noxa peptide binding, 2 h;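 active = compounds that cut the protein-peptide binding signal by more than 50% relative to plate controls in a single-dose test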;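 note: His-tagged Mcl-1 with rhodamine Noxa BH3 peptide and terbium anti-His antibody; 0% = Mcl-1 plus Noxa peptide wells and 100% = peptide-only wells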
Avidin bead fluor: avidin bead compound fluorescence profile | Avidin beads, compound fluorescence 488/530 nm, flow cytometry; stronger effect = higher value | fluorescence (KMESF) at 10 µM | actives 0.38% (n = 220,000); in the data active = fluorescence above about 47; note: inactives centre near 10
RGS4-Gao reg: modulates binding of RGS4 to human Galphao | P09471 | Multiplexed bead flow cytometry; actives lie on both sides | binding response (% of control), % at 10 µM | actives 0.33% (n = 220,000); in the data active = binding response below about 49% or above about 150%; inactive = in between;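 note: fluorescent Galphao activated with aluminum fluoride binding bead-coupled RGS4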
ABCB1 block: blocks JC-1 efflux by human ABCB1 transporter. CCRF-Adr cells, flow cytometry. inhibition, % at 6.6 µM. actives 0.067% (n = 190,000); in the data active = inhibition above about 40%;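 note: 0% = vehicle and 100% = reference inhibitor; higher value means more JC-1 retained so stronger ABCB1 efflux block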
Target sequence (P08183 whole entry, looked up): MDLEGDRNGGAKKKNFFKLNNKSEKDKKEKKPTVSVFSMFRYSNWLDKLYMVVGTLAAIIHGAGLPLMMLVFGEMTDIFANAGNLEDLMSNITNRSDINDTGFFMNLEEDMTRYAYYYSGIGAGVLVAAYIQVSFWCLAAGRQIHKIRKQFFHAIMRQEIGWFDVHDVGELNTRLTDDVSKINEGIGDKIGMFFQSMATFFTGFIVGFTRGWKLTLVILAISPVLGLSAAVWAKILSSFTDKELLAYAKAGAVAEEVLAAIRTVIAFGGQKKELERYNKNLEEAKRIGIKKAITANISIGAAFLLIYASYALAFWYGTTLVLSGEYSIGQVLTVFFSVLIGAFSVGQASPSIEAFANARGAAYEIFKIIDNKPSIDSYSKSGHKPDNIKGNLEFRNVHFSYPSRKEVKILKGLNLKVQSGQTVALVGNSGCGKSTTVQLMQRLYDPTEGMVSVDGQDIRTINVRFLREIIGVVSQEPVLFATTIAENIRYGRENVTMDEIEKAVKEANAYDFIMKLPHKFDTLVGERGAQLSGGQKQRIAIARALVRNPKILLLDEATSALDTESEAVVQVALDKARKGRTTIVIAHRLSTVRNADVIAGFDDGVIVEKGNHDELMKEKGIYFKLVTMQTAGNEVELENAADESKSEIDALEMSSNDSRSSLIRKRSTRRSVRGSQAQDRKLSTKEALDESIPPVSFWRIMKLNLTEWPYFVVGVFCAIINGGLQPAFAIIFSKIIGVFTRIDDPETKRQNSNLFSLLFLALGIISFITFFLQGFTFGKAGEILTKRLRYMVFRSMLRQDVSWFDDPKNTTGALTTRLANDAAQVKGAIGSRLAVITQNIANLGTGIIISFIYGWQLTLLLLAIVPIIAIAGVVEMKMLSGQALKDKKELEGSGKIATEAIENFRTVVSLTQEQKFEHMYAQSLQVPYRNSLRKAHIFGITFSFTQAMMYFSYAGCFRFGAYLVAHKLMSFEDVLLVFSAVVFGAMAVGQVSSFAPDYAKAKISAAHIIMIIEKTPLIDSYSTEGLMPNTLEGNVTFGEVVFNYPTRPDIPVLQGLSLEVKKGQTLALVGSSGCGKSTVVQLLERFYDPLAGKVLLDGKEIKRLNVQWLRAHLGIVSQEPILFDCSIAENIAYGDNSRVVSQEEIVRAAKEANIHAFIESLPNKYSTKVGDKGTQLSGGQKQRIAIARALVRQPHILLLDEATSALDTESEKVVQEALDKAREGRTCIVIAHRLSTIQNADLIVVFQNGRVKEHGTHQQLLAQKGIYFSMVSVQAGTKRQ
ABCG2 block: blocks JC-1 efflux by human ABCG2 transporter; Q9UNQ0; IgMXP3 cells, flow cytometry; inhibition, % at 6.6 µM; actives 0.1% (n = 190,000); AID 1325;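 active = inhibition above 80%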;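 note: 0% = DMSO and 100% = nicardipine control wells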
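Test system: IgMXP3 (ABCG2) plus far-red-tagged CCRF-Adr (ABCB1) cells. Reagent: JC-1 dye as substrate. Timing: 10 min exposure at 25 °C with rotation, no wash. Measured by: flow cytometric JC-1 green MFI at 530 nm. Read-out: percent efflux inhibition, scaled nicardipine 100% to DMSO 0%. Control set: nicardipine and DMSO wells.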
Pf gamet viab: kills late stage P. falciparum gametocytes | P. falciparum stage V gametocytes, ATP luminescence, 24 h | inhibition, % at 10.9 µM | actives 0.065% (n = 150,000);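 active = inhibition above the mean plus 3 SD of compounds within the control limits, set per campaign, cut at about 38% in these data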;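 note: 0% = DMSO wells and 100% = medium only without gametocytes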
GSH fluor: compound fluoresces at 488/530 nm on GSH beads; AID 1776; GSH beads flow cytometry, compound fluorescence 488/530 nm; stronger effect = higher value; fluorescence (KMESF) at 10 µM; actives 0.25% (n = 190,000); in the data active = fluorescence above about 89;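 note: glutathione beads carrying GST-tagged Bcl family fusion proteins plus one bare bead set; values are compound well signal with DMSO vehicle wells as background; inactives centre near 16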
Mcl1 Bid PPI: Mcl-1/Bid interaction inhibition | Q07820 | TR-FRET Mcl-1/Bid-Dy647 peptide binding, 1536-well | inhibition, % at 21.7 µM | actives 0.97% (n = 220,000) | AID 1021;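 active = compounds that cut the binding signal by more than half at the single screening dose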;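 note: His-tagged Mcl-1 with europium anti-His antibody binding Bid BH3 peptide; 0% = Mcl-1 plus peptide wells and 100% = peptide-only wells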
RGS8-Gao: human RGS8-Galphao interaction regulation; response (percent of control binding), % at 10 µM; multiplexed bead flow cytometry, RGS8-Galphao binding; actives lie on both sides; actives 0.34% (n = 220,000); in the data active = response below about 60% or above about 140%; inactive = in between;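 note: Galphao activated as the GDP aluminium fluoride complex binding bead-coupled RGS8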
Bim-Mcl-1: disrupts Bim peptide binding to human Mcl-1 | Bead-based flow cytometry, Bim peptide-Mcl-1 binding | inhibition, % at 10 µM | actives 0.1% (n = 190,000); in the data active = inhibition above about 40%;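 note: 0% = no compound tracer wells and 100% = peptide blocker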
* marks the source's active call; other numbers are inactive results; ? = inconclusive; nt = no result given. Hits appear at their usual frequency; any-hit rate near 3.3%.

SMILES | RGS7-Gao | Mcl1 Noxa PPI | Avidin bead fluor | RGS4-Gao reg | ABCB1 block | ABCG2 block | Pf gamet viab | GSH fluor | Mcl1 Bid PPI | RGS8-Gao | Bim-Mcl-1
Cc1cccc(S(=O)(=O)Nc2cccc3c2C(=O)c2ccccc2-3)c1 | 104 | 6 | 6 | 102 | 0.6 | 3 | nt | 46 | 11 | 98 | -6
COc1cccc(C2C(C(=O)c3sc(C)nc3C)=C(O)C(=O)N2CCN2CCOCC2)c1OC (stereo unspecified) | 103 | 11 | 28 | 98 | 0.3 | 4 | 6 | 17 | -8 | 100 | -1
CC(=O)c1sc(NC(=O)COc2ccc(Cl)cc2Cl)nc1C | 98 | -12 | 10 | 100 | -0.3 | -1 | -3 | 9 | -27 | 102 | 0
CCSc1nc2c(c(=O)n1CC)SC(C)C2 (stereo unspecified) | 103 | -1 | 6 | 103 | 0.0 | 0 | nt | 23 | -109 | 103 | 0
Nc1ncc(-n2cncn2)c(-c2ccc(Cl)cc2)n1 | 96 | 12 | 10 | 98 | 0.3 | 3 | 14 | 18 | 2 | 100 | -1
COC(=O)/C=C/C(=O)N1CCN(c2ccccc2)CC1 | 102 | 8 | 2 | 102 | 0.3 | 0 | 0 | 7 | -11 | 102 | -3
COCCCNC(=O)c1c(N)n(-c2ccc(S(N)(=O)=O)cc2)c2nc3ccccc3nc12 | 97 | -1 | 11 | 101 | -0.2 | 0 | -1 | 16 | -26 | 96 | 0
CN(C)C(/C=C/Nc1ccc(C#N)cc1)=C(C#N)C#N | 97 | -8 | 13 | 98 | -0.1 | 1 | nt | 24 | -22 | 99 | -3
O=C(O)CC(NS(=O)(=O)c1c(F)cc(F)cc1Br)c1ccccc1Cl (stereo unspecified) | 104 | 18 | 10 | 103 | 1.2 | 9 | 4 | 21 | 5 | 97 | -1
O=C(c1ccc(-c2cccc(C(F)(F)F)c2)o1)N1CCOCC1 | 98 | 6 | 8 | 98 | -0.3 | 15 | -9 | 46 | -11 | 98 | -1
COc1ccc(-c2noc(C3CCCN(C(=O)c4cccs4)C3)n2)cc1 (stereo unspecified) | 99 | 12 | 8 | 101 | 2.0 | 43 | nt | 16 | -20 | 98 | 0
CN1CCN(S(=O)(=O)c2ccc(=O)[nH]c2)CC1 | 99 | -6 | 11 | 95 | 0.0 | 0 | 19 | 46 | -17 | 98 | 1
CSC(=NNC(=O)c1ccccc1O)SC | 97 | 8 | 9 | 101 | 3.3 | 10 | nt | 23 | -3 | 105 | 0
O=C(OCc1ccc(COC(=O)c2ccccn2)cc1)c1ccccn1 | 93 | 2 | 8 | 93 | 0.5 | 4 | 5 | 56 | -9 | 99 | 2
COc1ccc(CCNC2=CC(=O)N(c3ccc(F)cc3)C2=O)cc1 | 101 | 15 | 18 | 99 | 0.3 | 2 | nt | 9 | -24 | 103 | 0

Compounds above containing two or more sulfur atoms (two):
SMILES | RGS7-Gao | Mcl1 Noxa PPI | Avidin bead fluor | RGS4-Gao reg | ABCB1 block | ABCG2 block | Pf gamet viab | GSH fluor | Mcl1 Bid PPI | RGS8-Gao | Bim-Mcl-1
CCSc1nc2c(c(=O)n1CC)SC(C)C2 (stereo unspecified) | 103 | -1 | 6 | 103 | 0.0 | 0 | nt | 23 | -109 | 103 | 0
CSC(=NNC(=O)c1ccccc1O)SC | 97 | 8 | 9 | 101 | 3.3 | 10 | nt | 23 | -3 | 105 | 0

New compounds follow:
SMILES | RGS7-Gao | Mcl1 Noxa PPI | Avidin bead fluor | RGS4-Gao reg | ABCB1 block | ABCG2 block | Pf gamet viab | GSH fluor | Mcl1 Bid PPI | RGS8-Gao | Bim-Mcl-1
NC(=O)c1ccc(C2SCC(=O)N2Cc2ccccc2)cc1 (stereo unspecified) | 101 | -3 | 22 | 107 | 0.8 | 11 | -1 | 9 | -4 | 103 | 4
Cc1ccc(C(=O)Nc2ccc(O)cc2C(=O)O)cc1C | 96 | 21 | 10 | 99 | -0.1 | 0 | nt | 12 | -3 | 96 | 2
Nc1nc2c(nc(SCc3ccccc3Br)n2C2OC(CO)C(O)C2O)c(=O)[nH]1 (stereo unspecified) | 101 | 17 | 13 | 97 | -0.2 | -1 | 11 | 11 | -5 | 98 | 0
Cc1ccc(-c2nn(-c3ccccn3)c(=O)c3ccccc23)cc1C | ? | 5 | 6 | 96 | nt | nt | 2 | nt | -9 | 94 | nt
O=C(Cc1cscn1)c1ccc(O)cc1O | 107 | 8 | 5 | 106 | 0.4 | 2 | 3 | 53 | -18 | 106 | -2
COC(=O)COc1ccc2c(=O)c(Oc3ccccc3)c(C)oc2c1 | 101 | 9 | 17 | 101 | 0.5 | 43 | -4 | 26 | -2 | 101 | -4
O=C(Nc1cccc(S(=O)(=O)N2CCOCC2)c1)C1CCCN(C(=O)c2ccc(Cl)cc2)C1 (stereo unspecified) | ? | 5 | 11 | 101 | nt | nt | 12 | nt | -29 | 101 | nt
Cc1nn(C)c(Cl)c1S(=O)(=O)N1CCC(CO)(CCc2ccccc2)CC1 | 94 | 1 | 7 | 93 | 0.7 | 2 | -5 | 21 | -9 | 100 | 1
Cc1cccc(C2c3[nH]c4ccccc4c3CCN2C(=O)c2ccc(=O)[nH]c2)n1 (stereo unspecified) | 102 | -69 | 8 | 99 | 0.1 | 2 | 6 | 23 | -43 | 106 | 0
O=C(OC(C(=O)NCC1CCCO1)c1ccccn1)c1cccs1 (stereo unspecified) | 93 | 0 | 9 | 96 | 0.3 | 1 | -6 | 8 | -29 | 95 | 0
Cn1c(SCC(=O)NNC(=O)Cc2ccccc2)nc2ccccc2c1=O | 98 | -5 | 26 | 96 | 0.1 | 0 | nt | 9 | -8 | 100 | -23
CCOC(=O)Nc1cc(OC)c(OC)cc1Cc1nccc2cc(OC)c(OC)cc12 | 95 | 8 | 22 | 97 | 8.1 | 47 | nt | 25 | 6 | 96 | -7
O=C(NCc1ccccn1)c1nn(-c2ccccc2)c(=O)c2ccccc12 | ? | 4 | 11 | 95 | 1.4 | 14 | 12 | 12 | -18 | 100 | 2
Cc1c(-c2ccc(Cl)cc2)oc(=O)c2c(N)n(-c3ccccc3)nc12 | 106 | 2 | 20 | 102 | 0.8 | 15 | 3 | 19 | -13 | 99 | -1
COc1ccc(OC)c(-c2nc3c(C)n[nH]c(=O)c3[nH]2)c1 | 101 | 2 | 6 | 100 | 0.5 | 5 | nt | 29 | -21 | 100 | 2

3 compounds picked at random from the list so far, as already listed:
SMILES | RGS7-Gao | Mcl1 Noxa PPI | Avidin bead fluor | RGS4-Gao reg | ABCB1 block | ABCG2 block | Pf gamet viab | GSH fluor | Mcl1 Bid PPI | RGS8-Gao | Bim-Mcl-1
Cc1ccc(-c2nn(-c3ccccn3)c(=O)c3ccccc23)cc1C | ? | 5 | 6 | 96 | nt | nt | 2 | nt | -9 | 94 | nt
Cc1nn(C)c(Cl)c1S(=O)(=O)N1CCC(CO)(CCc2ccccc2)CC1 | 94 | 1 | 7 | 93 | 0.7 | 2 | -5 | 21 | -9 | 100 | 1
COC(=O)COc1ccc2c(=O)c(Oc3ccccc3)c(C)oc2c1 | 101 | 9 | 17 | 101 | 0.5 | 43 | -4 | 26 | -2 | 101 | -4

Remaining list, next part.
SMILES | RGS7-Gao | Mcl1 Noxa PPI | Avidin bead fluor | RGS4-Gao reg | ABCB1 block | ABCG2 block | Pf gamet viab | GSH fluor | Mcl1 Bid PPI | RGS8-Gao | Bim-Mcl-1
O=C(NC(NC(=S)Nc1ccccc1C(=O)O)C(Cl)(Cl)Cl)c1ccco1 (stereo unspecified) | 104 | 30 | 12 | 103 | -0.6 | -3 | -4 | 9 | -19 | 105 | -3
Nc1sc(-c2ccccc2)cc1C(=O)O | 88 | 27 | 10 | 81 | 0.6 | 0 | nt | 27 | -50 | 100 | 2
CCCCC(=O)Nc1ccc(C(=O)NNC(=S)NC(=O)c2ccco2)cc1 | 83 | -20 | 6 | 88 | -0.8 | -2 | -21 | 14 | -54 | 92 | 0
CCS(=O)(=O)c1ccc(C(=O)Nc2cccc(Cl)c2)c(Cl)c1Cl | 100 | -10 | 12 | 99 | 0.7 | 13 | 7 | 37 | 0 | 103 | -1
CCOCCCNC(=O)C(c1ccc(C)cc1)N(Cc1cccs1)C(=O)c1ccccn1 (stereo unspecified) | ? | 4 | 9 | 98 | 0.8 | 5 | -6 | 15 | -38 | 99 | -2
O=C(NN1C(=O)/C(=C/c2cccs2)SC1=S)c1cccnc1 | ? | 22 | 10 | 107 | nt | nt | -12 | nt | 3 | 103 | nt
O=C1C(c2ccc(F)cc2)N(C2CCCCC2)C(=O)CN1C1CCCC1 (stereo unspecified) | 94 | -17 | 12 | 96 | 1.7 | 1 | nt | 23 | -6 | 98 | 0
Cc1ccc(S(=O)(=O)CCC(=O)OCC(=O)NCc2ccc(Cl)cc2)cc1 | 100 | 29 | 27 | 104 | 0.7 | 2 | -14 | 16 | -14 | 103 | 1
Cn1nc([N+](=O)[O-])nc1N1CCOCC1 | 97 | 0 | 4 | 98 | 0.4 | 3 | -12 | 20 | 1 | 100 | -2
CC(=O)/C=C1/C(=O)Nc2ccccc21 | 100 | 12 | 9 | 98 | 0.0 | 13 | 22 | 13 | -17 | 94 | -1
CC(C)CN(C(=O)COC(=O)Cc1n[nH]c(=O)c2ccccc12)C1CCS(=O)(=O)C1 (stereo unspecified) | 102 | -8 | 12 | 101 | 0.7 | 13 | -10 | 30 | -13 | 100 | -4
Cc1ccnc(NC(=O)/C=C/c2ccccc2[N+](=O)[O-])c1 | 101 | 0 | 9 | 100 | -0.3 | 6 | -8 | 14 | -11 | 102 | 1
CCOC(=O)C(NC(C)=O)(OCc1ccc(F)cc1)C(F)(F)F (stereo unspecified) | 99 | 4 | 9 | 97 | 0.8 | 2 | -2 | 28 | -5 | 100 | 0
C=CCn1c(=O)c2c3c(sc2n2c(Nc4ccccc4)nnc12)CCCC3 | 100 | 17 | 24 | 102 | 0.0 | 0 | 8 | 14 | 13 | 99 | -1
CC(=O)Nc1ccc(NC(=O)/C=C/c2cccc(C(F)(F)F)c2)cc1 | 91 | 2 | 10 | 93 | -4.2 | 5 | 0 | 11 | 9 | 96 | -5
